NR2F2 inh: inhibitors of human COUP-TFII (NR2F2) | inhibition, % at 8.6 µM | hit rate 0.7% among 370,000 | P24468 | AID 686940 | HEK293T NGFI-A luciferase reporter, luminescence;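 active = inhibition above a per-plate cutoff, mean inhibition of test wells between control levels plus 3 SD, cut at about 38% in these data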;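 note: cells cotransfected with COUP-TFII expression vector driving the NGFI-A reporter; 0% = median of COUP-TF2 test wells and 100% = reporter-only cells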
SRC2 inh: human SRC2 (NCOA2) inhibition; inhibition, % at 9 µM; AID 651957; Q15596; HEK293 GAL4-SRC2 luciferase reporter, luminescence; hit rate 0.17% among 370,000;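 active = inhibition above the mean inhibition of all tested compounds plus 3 SD, set per campaign, cut at about 52% in these data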;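 note: 0% = DMSO treated cells and 100% = cells given Gossypol at 36 µM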
Target sequence (Q15596 whole entry, looked up, the tested form may be a part): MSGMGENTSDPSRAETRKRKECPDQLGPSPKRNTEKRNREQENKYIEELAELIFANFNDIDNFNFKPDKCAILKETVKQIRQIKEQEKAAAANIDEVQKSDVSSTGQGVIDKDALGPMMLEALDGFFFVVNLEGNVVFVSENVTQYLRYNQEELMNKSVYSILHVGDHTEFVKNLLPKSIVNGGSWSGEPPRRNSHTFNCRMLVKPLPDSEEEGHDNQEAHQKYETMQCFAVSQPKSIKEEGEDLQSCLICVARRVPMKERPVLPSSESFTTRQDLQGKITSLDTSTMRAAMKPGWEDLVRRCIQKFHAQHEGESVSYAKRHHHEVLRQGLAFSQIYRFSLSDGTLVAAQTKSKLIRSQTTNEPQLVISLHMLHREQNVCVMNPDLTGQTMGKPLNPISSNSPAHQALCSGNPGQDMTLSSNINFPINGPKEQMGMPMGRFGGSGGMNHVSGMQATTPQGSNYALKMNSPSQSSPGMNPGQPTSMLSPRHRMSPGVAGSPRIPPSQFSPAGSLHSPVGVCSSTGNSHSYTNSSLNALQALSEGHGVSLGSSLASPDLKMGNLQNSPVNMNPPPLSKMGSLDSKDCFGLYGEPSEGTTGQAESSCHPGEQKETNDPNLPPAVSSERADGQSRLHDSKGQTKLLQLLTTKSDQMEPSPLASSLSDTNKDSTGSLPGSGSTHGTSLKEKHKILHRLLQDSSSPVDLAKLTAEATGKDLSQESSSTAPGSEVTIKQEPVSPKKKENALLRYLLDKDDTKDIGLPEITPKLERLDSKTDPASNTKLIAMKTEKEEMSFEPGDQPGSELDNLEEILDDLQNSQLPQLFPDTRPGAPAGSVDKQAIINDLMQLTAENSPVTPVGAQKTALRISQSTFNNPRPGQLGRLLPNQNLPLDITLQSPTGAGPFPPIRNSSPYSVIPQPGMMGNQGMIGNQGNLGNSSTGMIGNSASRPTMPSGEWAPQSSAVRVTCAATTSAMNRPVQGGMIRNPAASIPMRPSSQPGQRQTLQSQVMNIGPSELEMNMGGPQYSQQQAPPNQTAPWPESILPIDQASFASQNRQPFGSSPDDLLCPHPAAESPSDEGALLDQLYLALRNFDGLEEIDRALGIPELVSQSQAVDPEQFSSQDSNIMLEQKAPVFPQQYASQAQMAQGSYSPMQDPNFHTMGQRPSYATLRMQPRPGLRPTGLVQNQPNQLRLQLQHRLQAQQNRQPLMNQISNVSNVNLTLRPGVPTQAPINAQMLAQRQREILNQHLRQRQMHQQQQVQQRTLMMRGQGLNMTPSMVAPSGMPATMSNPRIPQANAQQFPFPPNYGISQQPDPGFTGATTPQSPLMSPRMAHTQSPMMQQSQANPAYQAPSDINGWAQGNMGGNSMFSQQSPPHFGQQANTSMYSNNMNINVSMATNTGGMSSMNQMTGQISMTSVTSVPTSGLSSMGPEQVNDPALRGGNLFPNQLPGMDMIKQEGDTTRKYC
Active calls of the source: *. Some of the compounds tested; the hit share may differ from the screen's.

SMILES	NR2F2 inh	SRC2 inh
CC(C)c1[nH]nc2c1C(c1ccc(F)cc1)NC2=O (stereo not drawn)	13	5
COC(=O)C1=C(C)NC(C)=C(C(=O)OC)C(N2C(=O)CCC2=O)C1 (stereo not drawn)	-7	-21
CC(=O)c1cc(-c2cnn(Cc3ccccc3)c2)c(=O)n2c1CCC2	1	-20
CCCCCC(=O)NC1CCCCN(Cc2cccc(Cl)c2)C1=O (stereo not drawn)	-12	-10
Cc1[nH][nH]c(=O)c1N=Nc1ccccc1C#N	15	15
COC(=O)[C@@]1(Cc2ccc(F)cc2)[C@H]2c3cc(C(=O)N4CCCC4)n(CCO)c3C[C@H]2CN1C(=O)c1ccccc1	16	-10
Cc1ccc2c(c1)N(CCCC(=O)N(C)Cc1ccccc1Cl)C(=O)CO2	0	-25
O=[N+]([O-])c1ccccc1CN1CCN(Cc2c[nH]c3ccccc23)CC1	-22	7
O=C(O)CC1NC(=O)N(c2ccccc2)C1=O (stereo not drawn)	18	-13
O=C1CC(O)C(Cc2ccccc2)N1 (stereo not drawn)	-23	21
COC(=O)[C@]12C[C@H](CC(=O)N3CCCCC3)C(=O)N(CCc3ccc(OC)c(OC)c3)C1=C[C@H](C(C)(C)C)O[C@@H]2C	-10	10
C[N+]1=C(N)NC2=C3CCCCC3n3c(=O)n(-c4ccccc4)c(=O)n3C2C1 (stereo not drawn)	11	8
CNc1ccccc1/C(O)=C(\C#N)C(=O)NCc1cccc2ccccc12	-8	14
O=C(NC1CCCCN(Cc2cccc(Cl)c2)C1=O)c1cccc([N+](=O)[O-])c1 (stereo not drawn)	15	-14
O[C@H](COc1ccc(Cl)cc1)CN1CCC(C(O)(c2ccccc2)c2ccccc2)CC1	-1	-9
O=S1(=O)c2ccc(N3CCSCC3)cc2Oc2ccccc2CN1Cc1cn(Cc2ccccc2C(F)(F)F)nn1	14	7
Cc1nc2cc(C(=O)N3CCN(C(=O)OCc4ccccc4)CC3)ccc2n1C1CCCC1	-8	25
C=CCN1[C@@H](C)COc2cc(F)ccc2S1(=O)=O	4	19
COC(=O)[C@@]1(Cc2ccc(F)cc2)[C@H]2c3cc(C(=O)N4CCCC4)n(CCc4ccccn4)c3C[C@H]2CN1C(=O)c1ccccc1	-4	-2
CCOC(=O)CC[C@@]1(C(=O)OCC)C[C@@H](CC(=O)N2CCOCC2)C(=O)N2CCCC=C21	8	-14
CCC(C)CNC(=O)c1oc(=O)c2ccccc2c1-c1ccc(C)cc1 (stereo not drawn)	3	-26
COC(=O)c1cc(-c2cc(Cl)cc(Cl)c2)c(=O)n2c1CCC2	-16	-13
Cc1cccc(OCC(=O)N=Nc2c(O)[nH]c3ccc([N+](=O)[O-])cc23)c1	-15	11
C[C@H](CO)N1C[C@H](C)[C@@H](CN(C)C(=O)Nc2ccc(F)cc2)OCc2cn(nn2)CCCC1=O	-2	-9
COCCCNC(=O)C[C@H]1C[C@@]2(C(=O)OC)C(=C[C@H](COCc3ccccc3)O[C@@H]2C)N(CCC2=CCCCC2)C1=O	-5	8
COc1ccc(NC(=O)N(C)C[C@@H]2OCCCC[C@@H](C)Oc3ccc(NC(=O)NC4CCCCC4)cc3C(=O)N([C@H](C)CO)C[C@@H]2C)cc1	-30	18
Cc1ccc(F)cc1C(=O)N1CCCC(c2nc(-c3cccs3)no2)C1 (stereo not drawn)	11	18
C[C@@H]1ON(C)[C@H]2C[C@H]3c4[nH]c5c(-c6cccc(F)c6)cccc5c4CCN3C(=O)[C@@H]12	8	-16
CC(C)(C)c1ccc(-c2nnc(SCC(=O)c3ccc4ccccc4c3)n2-c2ccc(Cl)cc2)cc1	10	-51
CCOC(=O)c1ccc(NC(=O)OC[C@@H]2CSCCS(=O)(=O)N2)cc1	1	5

17 structures already listed, arranged by heavy-atom count, highest first.
SMILES	NR2F2 inh	SRC2 inh
COc1ccc(NC(=O)N(C)C[C@@H]2OCCCC[C@@H](C)Oc3ccc(NC(=O)NC4CCCCC4)cc3C(=O)N([C@H](C)CO)C[C@@H]2C)cc1	-30	18
COC(=O)[C@@]1(Cc2ccc(F)cc2)[C@H]2c3cc(C(=O)N4CCCC4)n(CCc4ccccn4)c3C[C@H]2CN1C(=O)c1ccccc1	-4	-2
COCCCNC(=O)C[C@H]1C[C@@]2(C(=O)OC)C(=C[C@H](COCc3ccccc3)O[C@@H]2C)N(CCC2=CCCCC2)C1=O	-5	8
O=S1(=O)c2ccc(N3CCSCC3)cc2Oc2ccccc2CN1Cc1cn(Cc2ccccc2C(F)(F)F)nn1	14	7
CC(C)(C)c1ccc(-c2nnc(SCC(=O)c3ccc4ccccc4c3)n2-c2ccc(Cl)cc2)cc1	10	-51
C[C@H](CO)N1C[C@H](C)[C@@H](CN(C)C(=O)Nc2ccc(F)cc2)OCc2cn(nn2)CCCC1=O	-2	-9
Cc1nc2cc(C(=O)N3CCN(C(=O)OCc4ccccc4)CC3)ccc2n1C1CCCC1	-8	25
CCOC(=O)CC[C@@]1(C(=O)OCC)C[C@@H](CC(=O)N2CCOCC2)C(=O)N2CCCC=C21	8	-14
C[C@@H]1ON(C)[C@H]2C[C@H]3c4[nH]c5c(-c6cccc(F)c6)cccc5c4CCN3C(=O)[C@@H]12	8	-16
O=C(NC1CCCCN(Cc2cccc(Cl)c2)C1=O)c1cccc([N+](=O)[O-])c1 (stereo not drawn)	15	-14
CNc1ccccc1/C(O)=C(\C#N)C(=O)NCc1cccc2ccccc12	-8	14
O=[N+]([O-])c1ccccc1CN1CCN(Cc2c[nH]c3ccccc23)CC1	-22	7
CCOC(=O)c1ccc(NC(=O)OC[C@@H]2CSCCS(=O)(=O)N2)cc1	1	5
COC(=O)c1cc(-c2cc(Cl)cc(Cl)c2)c(=O)n2c1CCC2	-16	-13
C=CCN1[C@@H](C)COc2cc(F)ccc2S1(=O)=O	4	19
O=C(O)CC1NC(=O)N(c2ccccc2)C1=O (stereo not drawn)	18	-13
O=C1CC(O)C(Cc2ccccc2)N1 (stereo not drawn)	-23	21

Further entries follow:
SMILES	NR2F2 inh	SRC2 inh
C[C@H]1CN(C(=O)OC(C)(C)C)CCN1c1ccc(N2CCS(=O)(=O)CC2)c(C#N)c1	4	16
COc1ccc(CN2C/C(=C/c3ccc(C)cc3)N3C(=O)C[C@@H](c4ccccc4)N=C23)c(OC)c1	-11	-12
CC(=O)Nc1c(O)nc(C)[nH]c1=O	-10	-11
O=[N+]([O-])c1cc(C=NN2CCN(Cc3ccccc3Cl)CC2)ccc1Cl	-5	13
O=C(CC1CCCC1)N1CC[C@H]2[C@H](CCCN2Cc2ccc(F)cc2)C1	7	17
CCCCN1CCN(C(=O)Cn2c(=O)c3ccccc3n(CC)c2=O)CC1	1	-9
CCC(C)NC(=O)c1cc(Sc2nnc(C)s2)nc2ccccc12 (stereo not drawn)	-6	-25
COC(=O)[C@H](CC(C)C)N(CCCc1cn(Cc2ccc(C)cc2)nn1)S(=O)(=O)c1ccc(F)cc1Br	9	6
O=C(OCC(=O)N1CCN(c2ccccc2)CC1)c1cnc(Cl)c(Cl)c1	-5	25
Nc1c(Cl)ncnc1N/N=C/c1ccccn1	2	31
CC(C)c1[nH]nc2c1C(c1cccc(C(F)(F)F)c1)NC2=O (stereo not drawn)	2	-7
O=C(OCc1cn(Cc2ccccc2F)nn1)N1CCOCC1	-19	-8
C[C@@H]1[C@@H](c2ccccc2)c2cc3ccccc3nc2C(=O)C[C@@H]1C(=O)N1CCCC1	9	-2
Cn1c(SCC(=O)NCc2ccc(F)cc2)nc2c([nH]c3ccccc32)c1=O	-3	-8
COC(=O)c1cc2c(c3c4cc(OC)ccc4n(S(=O)(=O)c4ccc(OC)cc4)c13)C(=O)N(Cc1ccc(C(F)(F)F)cc1)C2	-3	3
CN1C(=O)C(Br)(Br)CC1c1cccnc1 (stereo not drawn)	-3	18
CCOC(=O)[C@]12CCCC=C1N(Cc1ccc(OC)cc1)C(=O)[C@@H]2CC(=O)NCCc1ccccc1OC	-1	5
CCCCCCNC(=O)C1CSCCS(=O)(=O)N1Cc1ccc(OC)cc1 (stereo not drawn)	-9	-8
C#CCN([C@H](C(=O)OC)C(C)CC)S(=O)(=O)c1ccccc1Br (stereo partly drawn)	-22	-31
OC(c1ccccc1)(c1ccccc1)C1CCN(CCCOc2ccc(-c3ccc(F)cc3F)cc2)CC1	-2	-19
COc1ccc2cc(CN(Cc3cccnc3)Cc3nnnn3Cc3ccccc3)c(=O)[nH]c2c1	12	-10
COC(=O)[C@]12C[C@H](CC(=O)N3CCN(C(=O)C4CC4)CC3)C(=O)N(Cc3ccc(Cl)cc3Cl)C1=C[C@H](C(C)(C)C)O[C@@H]2C	17	-3
CC(=O)C1=C(O)C(=O)N(c2cccnc2)C1c1ccc([N+](=O)[O-])cc1 (stereo not drawn)	8	18
O=C1CSc2ccc(C(=O)N3CCCC(C(=O)N4CCCN(Cc5ccccc5)CC4)C3)cc2N1 (stereo not drawn)	0	0
CCOc1ccc(-n2c(SCC(=O)Nc3ccc(S(=O)(=O)Nc4nccs4)cc3)nnc2-c2ccncc2)cc1	-8	-2
COc1ccc(S[C@]2(C(=O)N3CCOCC3)CC(=O)N(c3ccsc3)[C@@H]2c2ccc(OC)cc2)cc1	-21	8
COC(=O)[C@]12C[C@H](CC(=O)NCCCCc3ccccc3)C(=O)N(CCC3=CCCCC3)C1=C[C@H](COCc1ccccc1)O[C@@H]2C	12	7
CCOC(=O)[C@]12CCCC3=C1N(CCC3)C(=O)[C@@H](CC(=O)N1CCN(C(=O)c3ccco3)CC1)C2	-7	19
CC(C)CN1C(=O)[C@@]2(CC(=O)N(C)C2c2ccccc2)c2cc(-n3cc(CCCC#N)nn3)ccc21 (stereo partly drawn)	-4	-5
COCC(=O)N[C@@H]1C[C@@H]2O[C@@H](CO)CC[C@@H]2O[C@@H]1CCc1ccc(-c2ccccc2)cc1	2	15

Profiles, quoted from the list.
CCOc1ccc(-n2c(SCC(=O)Nc3ccc(S(=O)(=O)Nc4nccs4)cc3)nnc2-c2ccncc2)cc1 is listed with NR2F2 inh: -8; SRC2 inh: -2
COCC(=O)N[C@@H]1C[C@@H]2O[C@@H](CO)CC[C@@H]2O[C@@H]1CCc1ccc(-c2ccccc2)cc1 is listed with NR2F2 inh: 2; SRC2 inh: 15

Continuation:
SMILES	NR2F2 inh	SRC2 inh
COC(=O)[C@@]12CCCCC3=C1N(CCC3)C(=O)[C@H]2CC(=O)NCc1cccc(C(F)(F)F)c1	12	0
CCOC(OCC)c1cn(Cc2ccc3c(c2)C(=O)c2ccccc2C3=O)nn1	-11	-4
Cn1c(SCc2ccc(C(C)(C)C)cc2)nnc1-c1ccco1	-17	0
COc1cccc(C=C2SC(=S)N(Cc3ccco3)C2=O)c1OC	2	-20
Cc1ccc(CSCC(N)C(=O)O)cc1 (stereo not drawn)	8	-3
Cc1ccc(-n2c(SCC(=O)Nc3ccc4c(c3)OCCO4)nnc2-c2cccnc2)cc1	-2	-18
CCc1ccc(N2C(=O)C[C@@](C#N)(C(=O)OC)[C@H]2c2ccccc2)cc1	-13	-10
O=C(N/N=C/c1ccc([N+](=O)[O-])o1)c1cn(-c2ccccc2)nc1-c1ccc(F)cc1	-6	-39
COC(=O)[C@H](Cc1ccccc1)N1CC(N2CCCC2)CS1(=O)=O (stereo partly drawn)	6	24
Cc1cc(Br)cn2c(Cc3ccccc3C(F)(F)F)c(-c3ccco3)nc12	12	-4
COC(=O)CSc1nnc(-c2n[nH]c3c2CCC3)n1N	9	-27
O=C(c1cc(Cl)cc(Cl)c1)N1CC[C@H]2[C@H](CCCN2Cc2ccccc2)C1	3	6
N#Cc1cccc(NC(=O)OCCN2C(=O)CCC23CCC(c2ccccc2)CC3)c1 (stereo not drawn)	-21	6
Cc1ccc(C)c(NC(=O)CNS(=O)(=O)c2ccc3[nH]c(=O)oc3c2)c1	6	-18
O=C(CSc1nnc(-c2cccnc2)n1-c1ccc(Cl)cc1)Nc1cccc2ccccc12	10	-22
CCOc1cc(/C=C2/C(=O)ON=C2C)ccc1OCc1ccccc1	24	8
CCCN1CCCCC(NC(C)=O)C1=O (stereo not drawn)	-12	-5
CN(Cc1ccccc1F)C(=O)C1CCC(CNS(=O)(=O)c2cccc3cccnc23)CC1 (stereo not drawn)	5	34
COC(=O)N1Cc2ccnnc2CC1c1ccccc1-c1ccccc1 (stereo not drawn)	8	-9
COc1ccc(CN(CCN2CCOCC2)C(=O)c2cccc(F)c2F)cc1OC	-12	-9
Cc1ccc(NC(=O)N2c3ccccc3SC2c2ccco2)c(C)c1 (stereo not drawn)	-7	5
CC(C)CNc1cccc2c1S(=O)(=O)N[C@H](C)CO2	22	-3
COC(=O)[C@H](C(C)C)N1CCc2nnn(Cc3ccc(C)cc3)c2-c2cc(F)ccc2S1(=O)=O	-1	6
Oc1ccc2ccccc2c1CNc1ccc(Br)cc1	-10	-4
Cc1cc(N2CCN(C(=O)OC(C)(C)C)C[C@H]2C)ccc1N1CCS(=O)(=O)CC1	-2	7
O=C(N[C@@H](Cc1cccnc1)C(=O)N1CCC[C@H]1C(=O)NC1CCCC1)C1CC1	-6	-10
Cc1ccc(N)cc1CN1CCN(c2ncc(Cc3ccccc3)cn2)CC1	7	-6
Cc1sc2cc3c(c(C(=O)c4ccccc4)[n+]2c1C)-c1cccc2cccc-3c12	60*	-19
COc1ccc(C[N+]2=C(N)NC3=C4CCCCC4n4c(=O)n(-c5ccccc5)c(=O)n4C3C2)c(OC)c1 (stereo not drawn)	1	15
COc1ccc(-c2nnc(SCc3c(F)cccc3F)n2N)cc1	-40	-40
O=C(CSc1nc2ccccc2n1Cc1ccccc1)NNC(=S)Nc1ccccc1	0	5
COc1ccc(-c2cc(C(=O)NN=Cc3ccccc3F)[nH]n2)cc1	0	-30

Molecules from the list above that contain a thiophene ring, fused or not, in the order listed:
SMILES	NR2F2 inh	SRC2 inh
Cc1ccc(F)cc1C(=O)N1CCCC(c2nc(-c3cccs3)no2)C1 (stereo not drawn)	11	18
COc1ccc(S[C@]2(C(=O)N3CCOCC3)CC(=O)N(c3ccsc3)[C@@H]2c2ccc(OC)cc2)cc1	-21	8

Screens deposited in PubChem by The Scripps Research Institute Molecular Screening Center.
